Compound activity as filed in PubChem BioAssay.
ATXN viability – reduces viability in counter-screen for ATXN expression inhibitors; S2 cells (HEK-293 line with an ATXN2-luciferase reporter) viability, CellTiter-Fluor protease fluorescence, 24 h; Potency, µM (doses to about 56.7 µM), actives largely listed as cytotoxic; actives 0.49% (n = 400,000); AID 651635; also: potency is read from the fitted curve at half-maximal effect; nearly all actives have a fitted effect of over 40% in size
HT1080NT lethal – kills 2HG-producing HT-1080-NT fibrosarcoma cells; Potency, µM (series often up to 46.1 µM), without a hit: at the top dose activity, negative = less viability, hits mostly cytotoxic; HT-1080-NT fibrosarcoma viability, CellTiter-Glo ATP luminescence, 48 h; actives 1.6% (n = 360,000); AID 686970;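 also: NT is the 2HG producing partner of a matched IDH1 knockdown line; potency is read from the fitted curve at half-maximal effect; 0% = DMSO-treated cells and -100% = media-only wells without cells; nearly all actives have a fitted effect of over 55% in size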
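Viability of the 2HG-overproducing fibrosarcoma line after 48 hours of compound exposure at 37 degrees C was determined by luminescence with CellTiter-Glo, and concentration-effect curves were then fitted and categorized.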
MCF10A rereplic – DNA re-replication induction in MCF 10a cells; actives 2.9% (n = 350,000); MCF 10A DNA re-replication, Hoechst nuclear intensity, 48 h; Potency, µM (top dose mostly 46.1 µM), for inactives: at the top dose activity, positive = re-replication, actives largely listed as activators; also: potency is read from the fitted curve at half-maximal effect; % of control where 0% means no effect; nearly all actives have a fitted effect of over 50% in size
ATXN2 expr inh – inhibitors of ATXN2 expression. HEK-293 ATXN2-luciferase reporter, luminescence, 24 h. Potency, µM (series often up to 57 µM), without a hit: top-dose activity change, negative = inhibition, usual class: inhibitors. actives 0.72% (n = 360,000). AID 1745845; also: potency is read from the fitted curve at half-maximal effect; % is scaled to controls: 0 for no effect and ±100 for the full control effect; nearly all actives have a fitted effect of over 55% in size
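ATXN2-luciferase reporter cells (luciferase flanked by upstream and downstream ATXN2 gene portions) were treated 24 h at 37 °C with compounds at up to 57 uM. SteadyGlo luminescence gave expression; GF-AFC fluorescence gave viability.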
KB-3-1 tox – KB-3-1 parental cell cytotoxicity; Potency, µM (doses to about 46.1 µM), for inactives: at the highest dose activity change, negative = cytotoxic, hits mostly cytotoxic; KB-3-1 viability, CellTiter-Glo ATP luminescence, 72 h; actives 1.4% (n = 400,000); AID 1347075; also: potency is read from the fitted curve at half-maximal effect; % is scaled to controls: 0 for no effect and ±100 for the full control effect; nearly all actives have a fitted effect of over 60% in size
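Using CellTiter-Glo luminescence, growth of non-resistant KB-3-1 adenocarcinoma cells is assessed 72 h after pin-tool compound addition at 37 °C. Normalized responses across the concentration series yield fitted curves.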
HT1080 IDH1KD tx – toxicity to HT-1080 IDH1 knockdown cells (counter line). HT-1080 IDH1 knockdown viability, ATP luminescence, 48 h. Potency, µM (doses to about 46.1 µM), inactives show at the top dose activity, negative = toxicity, usual class: cytotoxic. actives 2% (n = 360,000);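 also: potency is read from the fitted curve at half-maximal effect; 0% = DMSO wells and -100% = cell-free medium wells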
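Viability of IDH1-knockdown HT-1080 fibrosarcoma cells was assessed by CellTiter-Glo after 48 h at 37 °C with titrated compound; concentration-effect curves were classified by fit quality and response size.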
SW480 rereplic – induces DNA re-replication in SW480 colon adenocarcinoma cells. SW480 DNA re-replication, Hoechst DNA content imaging, 48 h. Potency, µM (series often up to 46.1 µM), without a hit: top-dose re-replication activation, hits mostly activators. actives 1.8% (n = 340,000). AID 624297; also: potency is read from the fitted curve at half-maximal effect; % of control where 0% means no effect; nearly all actives have a fitted effect of over 55% in size
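Hoechst fluorescence of nuclei (405 nm excitation, 500-530 nm emission) measured by plate-scanning imager after 48 hr compound exposure at 37 C; re-replication scored as increased number of nuclei with elevated intensity.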
HepG2 tox – counter-screen for TGF-b inhibitors: cytotoxicity in HepG2 cells | HepG2 CAGA-GFP viability, ATP luminescence, 18 h | Potency, µM (highest dose often 46.1 µM), inactives show at the top dose activity change, negative = cytotoxicity, hits mostly cytotoxic | actives 0.76% (n = 410,000) | AID 588856; also: potency is read from the fitted curve at half-maximal effect; some results filed as inactive show a strong effect at the top dose
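CellTiter-Glo luminescence gave cytotoxicity after 18 hours at 37 degrees C. The cells were HepG2 CAGA-GFP in 1% FBS DMEM, stimulated with 500 pg/mL TGF-beta after compound addition. %Activity was normalised to no-cell wells (complete cell-killing) and DMSO (no toxicity), and curves were fitted and classified.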
IL1B secr inh – blocks inflammasome-driven IL-1 beta release; actives 4.7% (n = 360,000); activity change, % at 57.5 µM; AID 743279; THP-1 LPS/ATP IL-1B secretion, AlphaLISA, 16 h; stronger effect = lower value; in the data active = activity change below about -50%; inconclusive = mostly about -30% to -49%; also: % is scaled to controls: 0 for no effect and ±100 for the full control effect
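Secreted IL-1B measured by AlphaLISA bead assay after 16 h compound exposure of THP-1 cells; compounds (final up to 57.5 uM) added 1 h before LPS (250 ng/mL) and ATP (1.25 mM) stimulation; lower signal means less secretion.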
An asterisk follows results filed as active; i = inactive; ? = inconclusive; / = no result given; [ ] = remark or other dose. Unless noted, calls follow the shape of the dose curve; as a rule, active = well fitted curve in the direction sought with a large enough effect; inconclusive = small, poorly fitted or top-dose-only effect, or another doubt; inactive = no such curve, though single readings can be large; an effect the other way counts as inactive or inconclusive.

SMILES | ATXN viability | HT1080NT lethal | MCF10A rereplic | ATXN2 expr inh | KB-3-1 tox | HT1080 IDH1KD tx | SW480 rereplic | HepG2 tox | IL1B secr inh
CSc1cccc(CNC(=O)C2CCC(=O)N(CCc3ccccn3)C2)c1 (stereo unspecified) | i | -2% | -2% | 0% | -3% | 9% | -2% | -5% | 7
Cc1ccccc1C(=O)NCC(=O)NC1CC1 | i | -4% | -3% | -2% | -3% | 0% | -6% | 13% | -1
CC(C)(C)c1ccc(C(=O)N2CCCC2c2cccs2)cc1 (stereo unspecified) | i | -4% | 30% | 7% | -27% | -9% | 3% | -18% | -99*
O=C(CN(c1ccc(Cl)c(C(F)(F)F)c1)S(=O)(=O)c1ccccc1)N1CCOCC1 | i | 0% | -7% | -1% | -25% | -12% | -6% | 5% | -14
COC(=O)c1ccsc1NC(=O)CCS(=O)(=O)c1ccccc1 | i | -1% | 7% | 1% | -27% | 2% | ? | -5% | -26
Cc1ccc(S(=O)(=O)Nc2nnc(C(C)(C)C)s2)cc1 | i | 3% | 6% | / | 2% | 1% | -6% | -41% | 16
CSc1ccc(CNC(=O)c2ccc(NC(=O)C3=CSCCO3)cc2)cc1 | i | ? | 0% | 16% | -5% | -27% | 25% | 5% | -25
COc1ccc(S(=O)(=O)Nc2cccc(-c3ccc(N4CCOCC4)nn3)c2)cc1F | i | / | / | 14% | 2% | / | / | -22% | /
Cc1c(C(=O)c2ccc([N+](=O)[O-])cc2)c(=O)n(C)c(=O)n1C | i | 3% | 1% | -16% | 8% | 13% | -18% | -7% | 20
O=C(NCCc1ccccc1)c1ccc(CSc2nc3ccncc3n2Cc2ccccc2)cc1 | ? | / | / | -6% | -4% | / | / | -28% | /
CN(c1ccccc1)S(=O)(=O)c1cccc(C(=O)N2CCCCCC2)c1 | i | 1% | -3% | 0% | -10% | -3% | ? | -13% | -1
CCC1CCCCN1C(=S)NC1CCCCC1 (stereo unspecified) | i | 14% | 0% | 9% | 0% | 22% | 10% | 6% | -13
Cc1cc(C)n(-c2ccc(N3CCOCC3)nn2)n1 | i | 12% | -1% | 26% | -3% | 10% | -4% | -2% | 26
Cc1cc(C)c2c(c1)NC(=O)C2(O)CC(=O)c1cccs1 (stereo unspecified) | i | -1% | -2% | -1% | -9% | -4% | -13% | 4% | 7
Cc1ccsc1/C=N/Nc1nc2ccccc2s1 | i | ? | 0% | 130%[activator] | -9% | -26% | -3% | -28% | -12
COc1ccc(CCNC(=O)c2ccc3nc(Cc4ccccc4)oc3c2)cc1OC | ? | / | / | ? | -23% | / | / | -26% | /
CCOC(=O)C1CCN(C(=O)CNC(=O)c2nn(-c3ccc(OC)c(OC)c3)c(=O)c3ccccc23)CC1 | i | 1% | 10% | 41%[activator] | 29% | 3% | -7% | -4% | -26
CCCCC(=O)Nc1ccc(N2CCN(C(=O)c3ccco3)CC2)cc1 | i | -4% | 6% | 0% | 29% | 15% | ? | 40% | i
Cc1cc(NC(=O)c2nn(C)c(C)c2[N+](=O)[O-])no1 | i | 13% | -1% | -2% | 1% | 8% | -7% | -54% | 24
COc1cccc(CNC(=O)[C@@H]2CCCN2C(=O)[C@@H]2CCCN2C(=O)c2ccccc2)c1 | i | 11% | / | -6% | 10% | 9% | / | / | 0
CCCOc1ccc(/C(O)=C2/C(=O)C(=O)N(CCCOC)C2c2ccncc2)cc1 (stereo unspecified) | i | 17% | 2% | -7% | -12% | 14% | -3% | 7% | 6
COc1ccc(CCNC(=O)c2ccc(N(C)S(=O)(=O)c3ccc(C)cc3)cc2)cc1OC | i | ? | -4% | -29% | ? | -11% | -3% | -15% | -4
CCn1c(CNC(=O)Cc2ccc(OC)cc2)nnc1SCC(=O)c1ccc(Br)cc1 | i | 2% | 7% | 0% | -22% | -10% | 2% | -10% | 29
CCOc1cc2[nH]c(=O)n(Cc3cccc(OC)c3)c(=O)c2cc1OCC | ? | -3% | 26% | -8% | 12% | -18% | -3% | -5% | 23
O=C1OCCN1C(=O)[C@H]1[C@H](c2ccc(Cl)cc2)C(c2ccc(F)cc2)=NN1c1ccccc1 | / | -16% | 3.7µM* | -5% | ? | -22% | ? | -3% | -30
SMILES | ATXN viability | HT1080NT lethal | MCF10A rereplic | ATXN2 expr inh | KB-3-1 tox | HT1080 IDH1KD tx | SW480 rereplic | HepG2 tox | IL1B secr inh
CCOC(=O)c1ccc(N/C=C/C(=O)c2ccco2)cc1 | i | -26% | ? | -26% | -3% | -25% | 32% | -11% | -14
Cc1nc(SCC(=O)Nc2ccc3c(c2)OCCO3)nc(C)c1C | i | -9% | 10% | -11% | -1% | 21% | -3% | 17% | 10
O=c1oc(-c2ccc(Cl)cc2[N+](=O)[O-])nc2ccccc12 | i | -1% | / | / | -4% | -7% | / | -1% | 55
O=C(Nc1ccc(Cl)cc1)Nc1ccc(-c2cnco2)cc1 | i | -26% | ? | 3% | 2% | -23% | ? | 16% | ?
Cc1c(C(=O)OC2CCCCC2)[nH]c2c1C(=O)CC(c1ccccc1)C2 (stereo unspecified) | i | / | / | 5% | -16% | / | / | 7% | /
CCc1nnc(NS(=O)(=O)c2ccc(NC(=O)c3cc(Cl)ccc3Cl)cc2)s1 | i | 1% | -2% | -3% | 4% | -4% | 9% | 0% | 7
COC(=O)C1=C2c3[nH]c4ccccc4c3CCN2C(=O)CC1 | ? | -2% | -4% | 1% | 0% | 0% | ? | -3% | -1
Cc1cccc(C(=O)N2CCC(=O)N(C(COCc3cccc(Cl)c3)Cc3ccccc3)CC2)c1 (stereo unspecified) | ? | -18% | ? | ? | ? | -16% | 5% | 8% | -29
COc1ccc([C@H]2CC(=O)C=C(c3cccc(F)c3OC)C2)cc1 | i | -2% | ? | -10% | 0% | -18% | ? | -1% | 4
CCOC(=O)c1ccc(NC(=O)CCNC(=O)c2ccc([N+](=O)[O-])cc2)cc1 | i | 4% | 6% | 4% | 0% | 11% | -5% | 1% | 13
COc1cc(OC)c(OC)cc1CNc1cc(C)ccc1OC | i | ? | 2% | -30% | -3% | -28% | 11% | -22% | -23
Oc1ccccc1N=N/C(=N/Nc1ccccc1O)c1ccccc1 | i | 2% | 7% | 13% | 15% | 4% | -12%[9.22 µM] | -3% | 22
COc1cc(/C=C/C(=O)O)cc(S(=O)(=O)N2CCc3ccccc3C2)c1OC | i | 4% | -21% | 8% | 13% | 2% | -1% | 12% | -7
CCOC(=O)N1CCC(=NNc2ncc(C(F)(F)F)cc2Cl)CC1 | i | -1% | 0% | -17% | 4% | -4% | ? | -15% | -13
O=C(Nc1ncc2c(n1)-c1ccccc1CC2)c1cccs1 | i | -6% | 1% | 14% | ? | -13% | -4% | -4% | -20
O=S1(=O)CC(N2CCN(CCO)CC2)CN1Cc1ccc(F)cc1 (stereo unspecified) | i | ? | / | 3% | 0% | 13% | / | -13% | 11
CC1CCCCC12NC(=O)N(CC(=O)Nc1ccc(N3CCCCC3)cc1)C2=O (stereo unspecified) | i | -17% | ? | -7% | ? | -12% | 6% | -17% | -5
O=C(COC(=O)C1CCC1)Nc1ccc(OC(F)F)cc1 | i | 6% | ? | 2% | 19% | 11% | 2% | -10% | -7
O=C(COc1ccc(S(=O)(=O)NC2CCCC2)cc1)NCC1CCCO1 (stereo unspecified) | i | 12% | -24% | 3% | -1% | 7% | 9% | 0% | 22
Cc1ccccc1-n1nnnc1SC(C)C(=O)Nc1ccc(N2CCN(C)CC2)cc1 (stereo unspecified) | i | ? | ? | 2% | ? | -11% | 7% | -11% | 0
O=C(Nc1ccc2c(c1)OCCO2)C1CCN(S(=O)(=O)c2cccc3nsnc23)CC1 | i | 19% | ? | 1% | 5% | 10% | -1% | -2% | 23
Cc1ccc(C(=O)Nc2ccccc2Cl)cc1 | i | -2% | 2% | 72%[activator] | 3% | -6% | -8% | -25% | 3

2 neighbouring entries from above, for reference:
SMILES | ATXN viability | HT1080NT lethal | MCF10A rereplic | ATXN2 expr inh | KB-3-1 tox | HT1080 IDH1KD tx | SW480 rereplic | HepG2 tox | IL1B secr inh
O=C(Nc1ccc2c(c1)OCCO2)C1CCN(S(=O)(=O)c2cccc3nsnc23)CC1 | i | 19% | ? | 1% | 5% | 10% | -1% | -2% | 23
Cc1ccc(C(=O)Nc2ccccc2Cl)cc1 | i | -2% | 2% | 72%[activator] | 3% | -6% | -8% | -25% | 3

Reformatted with values under each structure: part of the list above
The line under a structure holds: ATXN viability	HT1080NT lethal	MCF10A rereplic	ATXN2 expr inh	KB-3-1 tox	HT1080 IDH1KD tx	SW480 rereplic	HepG2 tox	IL1B secr inh
> O=C(Nc1ccc(Cl)cc1)Nc1ccc(-c2cnco2)cc1
→ i	-26%	?	3%	2%	-23%	?	16%	?
> Cc1c(C(=O)OC2CCCCC2)[nH]c2c1C(=O)CC(c1ccccc1)C2 (stereo unspecified)
→ i	/	/	5%	-16%	/	/	7%	/
> CCc1nnc(NS(=O)(=O)c2ccc(NC(=O)c3cc(Cl)ccc3Cl)cc2)s1
→ i	1%	-2%	-3%	4%	-4%	9%	0%	7
> COC(=O)C1=C2c3[nH]c4ccccc4c3CCN2C(=O)CC1
→ ?	-2%	-4%	1%	0%	0%	?	-3%	-1
> Cc1cccc(C(=O)N2CCC(=O)N(C(COCc3cccc(Cl)c3)Cc3ccccc3)CC2)c1 (stereo unspecified)
→ ?	-18%	?	?	?	-16%	5%	8%	-29
> COc1ccc([C@H]2CC(=O)C=C(c3cccc(F)c3OC)C2)cc1
→ i	-2%	?	-10%	0%	-18%	?	-1%	4
> CCOC(=O)c1ccc(NC(=O)CCNC(=O)c2ccc([N+](=O)[O-])cc2)cc1
→ i	4%	6%	4%	0%	11%	-5%	1%	13
